NTR1 ag: agonists of NTR1, primary screen, imaging, U2OS cells, beta-arrestin-GFP, high content (AID 493036); Neurotensin receptor type 1 (Homo sapiens), P30989; NTR1-U2OS beta-arrestin-GFP spot imaging, agonist mode; activation, % at 20 µM; hit rate 0.17% among 330,000;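 active = activation at or above 40% of the spot to cytoplasm intensity ratio, with at least 20 cells analyzed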;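 note: 0% = DMSO without peptide and 100% = 100 nM NTR1 peptide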
Target sequence (P30989 whole entry, looked up): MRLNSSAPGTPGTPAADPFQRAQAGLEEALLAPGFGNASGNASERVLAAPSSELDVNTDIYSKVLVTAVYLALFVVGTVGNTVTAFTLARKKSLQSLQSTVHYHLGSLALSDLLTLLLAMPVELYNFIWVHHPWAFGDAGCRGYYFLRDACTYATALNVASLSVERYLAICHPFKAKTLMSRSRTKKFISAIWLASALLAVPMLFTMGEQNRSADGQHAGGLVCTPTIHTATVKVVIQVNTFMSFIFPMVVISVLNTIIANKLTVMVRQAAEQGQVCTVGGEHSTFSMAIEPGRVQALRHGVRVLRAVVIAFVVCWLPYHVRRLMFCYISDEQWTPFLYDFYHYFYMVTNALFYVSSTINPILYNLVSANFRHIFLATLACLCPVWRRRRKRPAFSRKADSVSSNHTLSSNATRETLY
GPR35 antagonists: GPR35 antagonists blocking zaprinast-driven arrestin recruitment, primary screen, imaging, U2OS, beta-arrestin-GFP, zaprinast agonist (AID 2058); G-protein coupled receptor 35 (Homo sapiens); hit rate 0.052% among 290,000; inhibition, % at 10 µM, or IC50 in µM where a hit was titrated; U2OS GPR35 beta-arrestin-GFP translocation imaging, zaprinast antagonism; higher % means a stronger effect;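 active = inhibition of at least 50% with at least 30 cells and total cytoplasm GFP at most 10,000,000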
Dengue-2 NS5 capping: Dengue-2 NS5 methyltransferase inhibitors, primary screen, biochemical, confirmation dose response (AID 588689) | Genome polyprotein (Dengue virus type 2 (strain 16681-PDK53)) | Dengue-2 NS5 methyltransferase capping enzyme assay, biochemical; higher % means a stronger effect | one-dose inhibition, % at 25 µM; IC50 in µM for titrated hits | hit rate 0.3% among 340,000; in the data active = a potency from the dose series
AID2073: inhibitors of Mint1-CaV2.2 protein interaction, biochemical, HTRF (AID 2073); Voltage-dependent N-type calcium channel subunit alpha-1B (Homo sapiens); inhibition, % at 20 µM, or IC50 in µM where a hit was titrated; hit rate 0.19% among 290,000; HTRF protein-protein interaction, Mint1-CaV2.2; higher % means a stronger effect; in the data active = inhibition mostly above about 51%, no sharp cut-off; note: some results filed as inactive read as strong as hits
Autophagy HCS: autophagy modulators in MEF cells, primary screen, imaging, high-content, MEF GFP-LC3 | MEF GFP-LC3 puncta imaging; test concentration mostly 10 µM | calls only at 10 µM (by protocol) | hit rate 0.98% among 190,000;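 active = percentage of spot-positive cells more than 3 SD above its plate mean, without a fluorescence outlier flag or 80% toxicity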;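 note: spot-positive cell cutoff set from DMSO-treated cells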
K1F lysis inhibition: inhibition of K1F phage lysis, E. coli UTI89, bacterial capsule biogenesis inhibitors, alamar blue (AID 488966) | hit rate 0.02% among 340,000 | E. coli UTI89 K1F phage lysis, alamar blue, 2 h; higher % means a stronger effect | one-dose inhibition, % at 100 µM; IC50 in µM for titrated hits;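 active = phage lysis inhibition, versus mean bacterial control, above a set limit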;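 note: capsule biogenesis inhibitors block K1F phage lysis so surviving cells raise fluorescence; higher fluorescence means more inhibition of phage lysis; actives were called in the ten point dose series up to 300 µM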
RSV CPE inhibition: RSV antiviral activity via CPE protection, HEp-2 cells, primary 10 µM value included (AID 2391). one-dose CPE inhibition, % at 10 µM; IC50 in µM for titrated hits. hit rate 0.13% among 310,000. HEp-2 cells, RSV-induced CPE inhibition; higher % means a stronger effect; in the data active = a potency from the dose series; note: strong numbers were not always called active
WT yeast gro inh: growth inhibition of WT strain, primary screen, mitochondrial fusion inhibitor project, WT and mutant strains, chemical genetic | mitochondrial fusion phenotypic screen | inhibition, % at 10 µM | hit rate 2.1% among 190,000; in the data active = inhibition above about 58%; tested in S. cerevisiae
LYP inhibition: inhibitors of LYP phosphatase, biochemical, fluorescence intensity, uHTS (AID 1779). recombinant LYP phosphatase, fluorescence intensity; higher % means a stronger effect. hit rate 0.054% among 290,000. Tyrosine-protein phosphatase non-receptor type 22 (Homo sapiens). inhibition, % at 11.5 µM, or IC50 in µM where a hit was titrated; in the data active = inhibition above about 50%;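 note: plate controls were vehicle with enzyme for no effect and no enzyme for full effect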
WT yeast gro inh mutant strain: second read-out of WT yeast gro inh, no call of its own (marks repeat the call); inhibition, %; mitochondrial fusion phenotypic screen, mutant strain inhibition
Autophagy HCS cell loss 18 h: second read-out of Autophagy HCS, no call of its own (marks repeat the call); toxicity, %; measured here: cell loss, nuclei count;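 cell loss after 18 h compound exposure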
NTR1 ag cell count 20 µM: further read-out of NTR1 ag, marked with its call; cell count; measured here: cell count, cytotoxicity flag
Dengue-2 NS5 capping pilot replicate: second read-out of Dengue-2 NS5 capping, no call of its own (marks repeat the call); inhibition, %; measured here: pilot screen replicate inhibition
* marks the source's active call; other numbers are inactive results; i = inactive; . = not tested or not shown; + = active, no number; [ ] = remark or other dose.

SMILES | NTR1 ag | NTR1 ag cell count 20 µM | GPR35 antagonists | Dengue-2 NS5 capping | AID2073 | Autophagy HCS | Autophagy HCS cell loss 18 h | K1F lysis inhibition | RSV CPE inhibition | WT yeast gro inh | WT yeast gro inh mutant strain | LYP inhibition | others
CCn1c(-c2cccnc2Cl)nc2cc(C)c(C)cc21 | 0.8 | 74 | -4% | 5% | 0% | i | -3 | 0.0% | -0.3% | -8 | 9 | -4%
O=c1cc(-c2cccc([N+](=O)[O-])c2)[nH][nH]1 | -0.4 | 47 | . | 4% | 1% | i | -8 | 3.9% | 0.7% | 9 | 8 | 0%
NC(=O)COC(=O)c1ccc(C(=O)C(=O)c2ccccc2)cc1 | 0.0 | 54 | 5% | . | -8% | i | 12 | . | 1.0% | -10 | -26 | 12%
Cc1ccc(OCCCCN2CCCCC2)c(C)c1 | -0.3 | 65 | 13% | -3% | -6% | . | . | -0.9% | 0.3% | . | . | -6%
COc1ccc(OC)c(NC(=O)CSc2nc3ccccc3c3nc4ccccc4n23)c1 | . | . | -5% | . | 23% | i | 29 | . | . | -4 | -11 | -2%
O=C1CC(NCC2CCCO2)C(=O)N1c1ccc(Cl)cc1 (centres undefined) | 0.4 | 76 | -7% | -2% | -2% | i | 5 | 0.1% | -0.8% | 9 | 18 | -4%
CCN(CC)CCSc1nnc2c3cc(F)ccc3n(Cc3ccccc3)c2n1 | 0.8 | 82 | 17% | -5% | -16% | . | . | 0.1% | -0.1% | . | . | -6%
COc1ccc(C(=O)N/C(=C\c2ccccc2)C(=O)NC(CCSC)C(=O)O)cc1 (centres undefined) | -1.6 | 63 | 1% | -10% | 1% | i | 1 | -0.7% | -0.7% | -10 | -17 | -5%
O=C(c1ccco1)N1CCCN(Cc2nc(-c3ccc4c(c3)OCO4)no2)CC1 | -0.7 | 52 | 0% | -2% | 18% | i | 17 | 0.1% | 6.1% | 4 | 10 | -6%
COc1ccc(C2C(C(=O)N3CCN(c4ccccn4)CC3)CCC(=O)N2c2ccc(OC)cc2)cc1 (centres undefined) | 0.1 | 36 | 4% | -1% | -12% | i | 11 | 1.8% | 0.9% | -2 | 17 | -3%
COc1cc(C(=O)OCCCN2CCCN(CCCOC(=O)c3cc(OC)c(OC)c(OC)c3)CC2)cc(OC)c1OC | 3.4 | 57 | . | -4% | . | . | . | 1.9% | -2.9% | . | . | .
CC(=O)Nc1ccc(NC(=O)C(C)n2nc(C)c([N+](=O)[O-])c2C)cc1 (centres undefined) | 1.8 | 50 | -12% | -1% | 4% | i | -21 | 0.1% | 0.1% | 2 | 3 | 4%
N#C/C(=N/Nc1ccc(S(=O)(=O)N2CCOCC2)cc1)C(N)=O | -0.5 | 39 | 12% | -4% | 3% | i | -10 | -0.1% | -0.8% | -15 | 0 | -4%
O=C(NNC(=O)c1cccs1)c1ccc(Br)cc1 | -0.6 | 53 | -10% | -3% | -3% | . | . | 0.1% | 0.8% | . | . | -8%
COc1cc(CN(C(=S)NCC(=O)N2CCCC2)C2CCCC2)cc(OC)c1OC | 0.1 | 50 | -1% | -2% | 0% | i | -13 | 0.1% | 0.5% | 8 | -3 | 3%
Cc1ccc(C=Nc2ccccc2C(N)=O)cc1 | -0.1 | 61 | -10% | 0% | 12% | + | 40* | 5.4% | 3.1% | 1 | 20 | -6%
Fc1ccccc1N1CCN(CC2CCCCC2)CC1 | 0.8 | 69 | 1% | -4% | -4% | . | . | 0.1% | -0.1% | . | . | -7%
C=CCOC(=O)C1=C[C@H](c2ccc(Br)cc2)C[C@H](OCc2ccc(CO)cc2)O1 | 13 | 76 | . | -2% | . | . | . | 0.3% | 7.3% | . | . | .
O=C(CN1CCN(Cc2ccccc2)CC1)N1N=CCC1c1ccccc1 (centres undefined) | -0.4 | 51 | -1% | 3% | -9% | i | 1 | 0.1% | -1.1% | -11 | -28 | -4%
O=C(Nc1cccc(-c2ccc(N3CCOCC3)nn2)c1)c1ccccc1Cl | -0.2 | 45 | . | -4% | . | . | . | 0.9%[50 µM] | -1.9% | . | . | .
C/C(CC(=O)Nc1cccc2c1CCCC2)=N\NC(=O)c1cccc2ccccc12 | 2.5 | 62 | 5% | 4% | 6% | i | 2 | -0.5% | 1.3% | -2 | -5 | 1%
COc1cc2ccccc2cc1C(=O)N1CCN(c2ccccn2)CC1 | 1.3 | 59 | 12% | 0% | -4% | . | . | 0.2% | 8.8% | . | . | -9%
COc1cc2[nH]c(=S)n(Cc3cccs3)c(=O)c2cc1OC | 2.7 | 59 | 3% | -1% | 8% | i | -21 | 0.5% | -1.0% | 0 | -8 | 1%
COc1ccc(CN(C)CC(=O)Nc2ccc(N3CCOCC3)cc2)cc1OC | -0.4 | 58 | 0% | 4% | 6% | i | 7 | 3.7% | 1.5% | -10 | 7 | -2%
CC1CCCN(S(=O)(=O)c2ccc(Cl)s2)C1 (centres undefined) | 2.1 | 56 | 1% | 0% | 0% | . | . | -0.5% | 5.0% | . | . | -5%

(more compounds)
SMILES | NTR1 ag | NTR1 ag cell count 20 µM | GPR35 antagonists | Dengue-2 NS5 capping | AID2073 | Autophagy HCS | Autophagy HCS cell loss 18 h | K1F lysis inhibition | RSV CPE inhibition | WT yeast gro inh | WT yeast gro inh mutant strain | LYP inhibition | others
COc1ccc(C2/C(=C(\O)c3cccc(OC)c3)C(=O)C(=O)N2c2ccccn2)cc1 (centres undefined) | 0.7 | 91 | 3% | 2% | 17% | i | 14 | 0.1% | -0.9% | 0 | -14 | 5%
O=C(Cc1ccccc1)N1CCc2[nH]nc(-c3ccccc3)c2C1 | 2.6 | 56 | -8% | -3% | 2% | . | . | 0.6% | 3.5% | . | . | -9%
Cn1c(=O)c2c(nc(Br)n2CCSc2nnnn2-c2ccccc2)n(C)c1=O | 1.8 | 72 | 10% | -8% | 5% | i | -1 | -0.2% | 0.1% | -10 | -15 | 0% | Dengue-2 NS5 capping pilot replicate=1.8
CCC(C)C(N)C(=O)NC(CCC(=O)OCc1ccccc1)C(N)=O (centres undefined) | 0.3 | 48 | -12% | 12% | -7% | i | 11 | 0.3% | 1.3% | 3 | 7 | 0%
COc1cccc(CN2CCNC(=O)C2CC(=O)N(C)CCC2CCOCC2)c1 (centres undefined) | 0.0 | 82 | 4% | 2% | 2% | . | . | 0.2% | 0.5% | . | . | -10%
Clc1nnc(N2CCCCC2)c2ccccc12 | -0.3 | 75 | 0% | -6% | 10% | i | 7 | -0.6% | -1.0% | -5 | 1 | 0%
Cc1noc(C)c1S(=O)(=O)N1CCN(S(=O)(=O)c2ccccc2C#N)CC1 | -1.2 | 52 | 11% | -9% | 4% | . | . | 0.3% | 0.5% | . | . | -4%
COC(=O)c1cnc(SCC(=O)c2ccccc2)n1C | -1.2 | 70 | 9% | -5% | 4% | . | . | 0.0% | 1.0% | . | . | -1%
CN(CC(=O)Nc1ccc(Cl)c(C(F)(F)F)c1)C(=O)CCN1C(=O)C2CC=CCC2C1=O (centres undefined) | 3.8 | 51 | . | 6% | . | . | . | 0.6%[50 µM] | 2.4% | . | . | .
Cc1cc(C(=O)N2CCN(C(c3ccccc3)c3ccccc3)CC2)on1 | 1.2 | 91 | 7% | -9% | 3% | i | -9 | -1.4% | -0.1% | 14 | -8 | -7%
C=CCN1C=C2C(=O)C(C)(OC(=O)CC)C(=O)C=C2C=C1CCCC (centres undefined) | -3.7 | 33 | -4% | 27% | 21% | . | . | 0.4% | -2.2% | . | . | -8%
CCOC(=O)C1CCN(C(=O)CCNS(=O)(=O)c2ccc3c(c2)CCN3C(=O)CC)CC1 | -1.3 | 57 | -10% | -11% | 29% | . | . | 0.1% | 3.8% | . | . | -8%
Cc1cc(=O)oc(C)c1C(=O)NCCN1CCOCC1 | 0.0 | 81 | 1% | -3% | -12% | i | 4 | 4.2% | 0.1% | 4 | -4 | -10%
CCn1c(C)nc2cc(C(=O)NNS(=O)(=O)c3ccc(C)c(C)c3)ccc21 | -0.9 | 39 | -10% | -4% | 3% | i | -3 | 0.2% | 0.2% | -6 | -14 | -2%
COc1ccc(N2CCN(C(=S)NCc3ccccc3)CC2)cc1 | 1.2 | 69 | 0% | -3% | 9% | i | 10 | 2.3% | 1.0% | 7 | 13 | -12%
COc1ccc(OCC(=O)N2CCN(C(=O)c3ccco3)CC2)cc1 | -1.0 | 51 | 0% | 0% | 8% | i | 1 | 3.1% | 2.6% | -6 | -10 | -14%
CCN(CC)S(=O)(=O)c1cccc2nsnc12 | -2.1 | 81 | 8% | -6% | -3% | i | -3 | 0.0% | 0.6% | 8 | 3 | -1%
CC(=O)Nc1cc(C(C)C)c(O)c(C(C)C)c1 | -0.5 | 44 | 17% | -5% | 37% | i | -21 | -0.6% | 3.4% | -7 | 1 | -9%
O=C(Nc1ccc2c(c1)OCO2)c1cc2nc(C3CC3)cc(C(F)(F)F)n2n1 | . | . | 0% | -1% | 16% | i | -29 | -1.2% | . | 12 | 18 | 1%
CCCOc1ccc2c(CC)cc(=O)oc2c1C | 0.2 | 63 | 16% | -3% | -8% | i | -4 | 5.2% | 15% | 17 | 0 | -13%
O=C(CC1CC2CCC1C2)NC1CCCCCCC1 (centres undefined) | 1.0 | 89 | 17% | -12% | -4% | . | . | 0.1% | 0.9% | . | . | -5%
Cn1c(SCC(=O)Nc2nccs2)nnc1C1CC1 | 0.9 | 77 | 6% | 4% | 0% | . | . | -1.4%[50 µM] | 0.1% | . | . | -3%
CN(CC(=O)Nc1ccccc1Cl)C(=O)c1cc(=O)[nH]c2ccccc12 | 1.0 | 63 | -6% | 1% | 42% | . | . | 1.5%[50 µM] | -1.2% | . | . | -6%
COc1ccc(CNC(=O)Cn2c(=O)n(CC(=O)N3CCCCC3)c(=O)c3sccc32)cc1 | 1.9 | 83 | 8% | 2% | 11% | . | . | 0.1% | -0.1% | . | . | -12%

Four entries picked at random from the list so far:
SMILES | NTR1 ag | NTR1 ag cell count 20 µM | GPR35 antagonists | Dengue-2 NS5 capping | AID2073 | Autophagy HCS | Autophagy HCS cell loss 18 h | K1F lysis inhibition | RSV CPE inhibition | WT yeast gro inh | WT yeast gro inh mutant strain | LYP inhibition | others
CN(CC(=O)Nc1ccccc1Cl)C(=O)c1cc(=O)[nH]c2ccccc12 | 1.0 | 63 | -6% | 1% | 42% | . | . | 1.5%[50 µM] | -1.2% | . | . | -6%
O=c1cc(-c2cccc([N+](=O)[O-])c2)[nH][nH]1 | -0.4 | 47 | . | 4% | 1% | i | -8 | 3.9% | 0.7% | 9 | 8 | 0%
Fc1ccccc1N1CCN(CC2CCCCC2)CC1 | 0.8 | 69 | 1% | -4% | -4% | . | . | 0.1% | -0.1% | . | . | -7%
O=C(c1ccco1)N1CCCN(Cc2nc(-c3ccc4c(c3)OCO4)no2)CC1 | -0.7 | 52 | 0% | -2% | 18% | i | 17 | 0.1% | 6.1% | 4 | 10 | -6%

Screening data deposited in PubChem BioAssay by several laboratories.
